High-throughput results as filed in PubChem.
S3 lipid droplet = qHTS Assay for Lipid Storage Modulators in Drosophila S3 Cells | Drosophila S3 cells, BODIPY lipid droplet fluorescence, 18-24 h; cells fed with added oleic acid | Potency in µM for hits, for the others lipid storage change, negative = inhibition, % at the top dose, mostly 46.1 µM | actives 0.64% (n = 320,000); active means well fitted inhibition curve with a large enough effect in the signal ratio, with a control signal flat, not every such curve was filed as active; inconclusive means small, poorly fitted or top-dose-only effect, or effect the other way, or a change in a side signal; the % refers to the signal ratio
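Drosophila S3 cells loaded with oleic acid (400 uM, as added) and compounds at several concentrations; lipid droplets imaged by 488-nm laser-scanning cytometry, 500–530 nm intensity and object ratio to cell channel. Percent activity normalized to 20 uM Triacsin C.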
S3 lipid droplet cell count max = recorded beside S3 lipid droplet, whose call it bears; cell number change, %; measured here: cell count max response;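 cells counted by Cell Tracker Red CMTPX staining in the red channel; peak over a dose series mostly up to 46.1 µM; percent activity relative to internal control wells on each plate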
* marks the source's active call; other numbers are inactive results; i = inactive; ? = inconclusive; / = no result given. On the % scale 0 is the no-effect control and ±100 the full control effect; potency means the concentration at half of the fitted maximal effect. A portion of the library. The share of hits here may be higher or lower than overall.

SMILES	S3 lipid droplet	S3 lipid droplet cell count max
CCn1c(SCC(=O)Nc2ccc3c(c2)OCCO3)nnc1C(C)C	i	-13
Cc1nn(Cc2ccc(Cl)cc2)c(C)c1NC(=O)CSc1nc2c(c(C(F)(F)F)n1)CCc1ccccc1-2	1%	-12
CCOC(=O)c1oc2ccc(CNC(C)(C)C)c(Cl)c2c1C	-5%	-6
CS(=O)(=O)Nc1ccc(S(=O)(=O)N2CCCCCC2)cc1	4%	3
COc1cc2nc(CN3CCN(S(=O)(=O)c4ccc(C)c(C)c4)CC3)[nH]c(=O)c2cc1OC	1%	10
C=CCn1c(SCc2nc3cc(C(F)(F)F)ccc3c(=O)[nH]2)nc2sc(CC)cc2c1=O	?	/
N#CC(C#N)=C1c2cc(S(N)(=O)=O)ccc2-c2ccc(S(N)(=O)=O)cc21	?	/
CN(Cc1cccs1)C(=O)c1ccc(S(=O)(=O)NCc2ccco2)cc1	5%	12
CN(C)Cc1cc(C(C)(C)c2cc(CN(C)C)c(O)c(CN(C)C)c2)cc(CN(C)C)c1O	0%	3
Clc1ccc(CNC23CN4CN(CN(C4)C2)C3)c(Cl)c1	?	/
CC(C)NC(=O)CN(C)S(=O)(=O)c1ccc(F)cc1	-5%	0
COc1ccc(/C=C/C(=O)NCCc2ccc(OC)c(OC)c2)cc1	?	/
c1coc(-c2nc3c([nH]2)CCc2nonc2-3)c1	?	/
COc1ccc(-c2cc(-c3cccnc3)c(C#N)c(N)n2)cc1	?	/
OCc1nc2ccccc2n1CC(O)COc1ccccc1 (centres undefined)	?	/
COCCNc1nc2c(c(=O)n(C)c(=O)n2C)n1Cc1cccc(C(F)(F)F)c1	?	/
CCN(CC)C(=O)CSc1nc(N)c(C#N)c(-c2cccs2)c1C#N	-7%	-4
CCCCCc1nnc(N)s1	?	/
COc1ccc(CNC(=O)Cn2c(=O)n(CCC(=O)N3CCCCC3)c(=O)c3sccc32)cc1	?	/
O=C(CSc1nnc(CNc2ccc(F)cc2)n1Cc1ccco1)N1CCCC1	?	/

Not a retest: an excerpt of the list.
SMILES	S3 lipid droplet	S3 lipid droplet cell count max
COc1ccc(-c2cc(-c3cccnc3)c(C#N)c(N)n2)cc1	?	/
OCc1nc2ccccc2n1CC(O)COc1ccccc1 (centres undefined)	?	/
COCCNc1nc2c(c(=O)n(C)c(=O)n2C)n1Cc1cccc(C(F)(F)F)c1	?	/
CCN(CC)C(=O)CSc1nc(N)c(C#N)c(-c2cccs2)c1C#N	-7%	-4

(more compounds)
SMILES	S3 lipid droplet	S3 lipid droplet cell count max
O=C(c1ccco1)N1CCN(C(=S)Nc2ccccc2C(F)(F)F)CC1	15%	3
Cc1ccc(N(CC(=O)N/N=C/c2cccnc2)S(=O)(=O)c2ccccc2)cc1	9%	7
Cc1cccc(OCCC(=O)Nc2ccc(N3CCOCC3)cc2N2CCOCC2)c1	?	/
Cc1ccc(C)c(-n2cc(CNC(C)Cn3cncn3)c(-c3ccccc3)n2)c1 (centres undefined)	8%	13
CCNC(=O)CC1C(=O)N(c2ccc(F)cc2)C(=O)N1CCc1sccc1C (centres undefined)	6%	-5
COc1ccc(-c2noc(CCC(=O)N3CCC(C)CC3)n2)cc1	i	/
O=C(NCc1ccccn1)c1cc(-c2ccccc2)on1	i	0
Cc1cc(C)cc(NC(=O)C(c2ccccc2)N2CCCC2)c1 (centres undefined)	20%	14
CN(C)c1ccc(/C=N/n2c(-c3ccccc3Br)n[nH]c2=S)cc1	?	/
Cc1ccc(OCC(=O)N2CCN(S(=O)(=O)c3ccc(Cl)cc3)CC2)c([N+](=O)[O-])n1	-3%	-8
COc1ccc(NC(=O)c2ccc([N+](=O)[O-])o2)cc1	?	/
CCN(CC)S(=O)(=O)c1ccc(C(=O)OCn2c(SC)nnc(C)c2=O)cc1	-9%	4
O=S(=O)(c1ccccc1)N1CCN(c2ccnc3cc(Cl)ccc23)CC1	4%	-11
COc1ccc(-c2nc(CCNC(=O)c3cccs3)cs2)cc1	?	/
COc1ccccc1C1(O)CCN(C(=O)c2cccs2)CC1	?	/
CC(/C=N/NC(=O)CN1CCN(Cc2ccc(Cl)cc2)CC1)=C\c1ccco1	?	/
O=C(Nc1ccc2c(c1)OCO2)c1ccc(Cl)c(S(=O)(=O)N2CCOCC2)c1	?	/
Cc1onc(-c2ccccc2Cl)c1C(=O)OCC(=O)c1ccc[nH]1	?	/
C/C(CCC1CC(C)OC1=O)=N\NC(N)=S (centres undefined)	?	/
CCN1CCN(C(=O)/C=C/c2ccc(C)cc2)CC1	19%	-9
Cc1ccc(S(=O)(=O)Nc2cc(S(=O)(=O)N3CCOCC3)ccc2NCC2CCCO2)cc1 (centres undefined)	?	/
CC1=C(C(=O)OCC2CCCO2)C(c2ccc(C)o2)C2=C(CC(c3ccc(N(C)C)cc3)CC2=O)N1 (centres undefined)	?	/
Cc1cccc(NC(=S)N(CCN(C)C)C(C)c2ccccn2)c1 (centres undefined)	i	/
COc1ccc(NC(=O)CN(Cc2ccccc2)S(C)(=O)=O)cc1OC	6%	4
CCCC12CN3CCN(CC(C3)/C1=N\NC(=O)c1ccccc1Cl)C2	-9%	18
CSCCC(NS(=O)(=O)c1ccc2c(c1)c(=O)n(C)c(=O)n2C)C(=O)NC1CCN(Cc2ccccc2)CC1 (centres undefined)	?	/
O=C(Nc1cc(Cl)cc(Cl)c1)N1CCN(C(=O)C2CCCO2)CC1 (centres undefined)	?	/
O=C(O)C1Nc2c(O)cc(Cl)c([N+](=O)[O-])c2C2C=CCC12 (centres undefined)	?	/
O=C(N/N=C/c1ccco1)C1CC1(c1ccccc1)c1ccccc1 (centres undefined)	-6%	-11
CC(C)(C)c1[nH]ncc1[N+](=O)[O-]	i	-8
CC(C)(C)NNC(=S)Nc1ccc(S(=O)(=O)N2CCOCC2)cc1	0%	-8
CCOc1ccc(N2CC(NS(=O)(=O)c3cccnc3)CC2=O)cc1 (centres undefined)	?	/
Cc1ccc(CNC(=O)c2cc(S(=O)(=O)N3CCOCC3)cn2C)cc1	?	/
CCOC(=O)c1sc(NC(=O)/C=C/c2cnn(C)c2C)c(C(=O)OC(C)C)c1C	?	/
CC(=O)NC(C)C(=O)OCc1ccc(Cl)cc1Cl (centres undefined)	i	/
CCCS(=O)(=O)c1c(S(=O)(=O)CCC)c2c(N)cccn2c1C(=O)c1ccccc1	?	/
CCOC(=O)c1c(S(=O)(=O)NCC(=O)Nc2cccc(C)c2)c(C)n(C)c1C	i	-1
COc1cc(OC)cc(-c2cc3nc(C4CCN(C(=O)OC(C)(C)C)CC4)cc(=O)n3[nH]2)c1	-1%	-14
CN(C)/C=C/c1c(C#N)c(=O)ncn1Cc1ccccc1	?	/
CCOC(=O)c1ccc[n+](C(C)C(=O)c2ccc(-c3ccccc3)cc2)c1 (centres undefined)	?	/
COc1ccc(N(CC(=O)Nc2ccccc2C(=O)N2CCOCC2)S(=O)(=O)c2ccc(F)cc2)cc1	?	/
CCN(CC)c1ccc(NC(=O)c2ccccc2OCC(=O)OC)cc1	4%	20
COc1ccccc1NC(=O)Nc1ccc(CC#N)cc1	5%	10
CCN(CC)S(=O)(=O)c1cccc(-c2nnc(SCC(=O)NC)n2N)c1	i	/
Cc1ccccc1NC(=S)N1CCN(Cc2ccccc2)CC1	12%	2
O=C(NC1CCCCC1)C(c1ccncc1)N(C(=O)c1ccco1)c1ccc(F)cc1 (centres undefined)	?	/
CCOc1ccc(NC(=O)CN(C)C(=O)CCCn2c(=O)oc3ccccc32)cc1OCC	1%	-17
CCOC(=O)C1=C(C)OC(N)=C(C#N)C1c1cc(C)sc1C (centres undefined)	?	/
COc1ccc(OCCCC(=O)Nc2cc(S(=O)(=O)N3CCCCC3)ccc2OC)cc1	?	/
CCC1=C(OC(=O)N(CC)CC)N2C(=O)OC(=NCC3CC3)[C@]2(Cc2ccccc2)[C@H]2C1=CC[C@H]1C(=O)N(C)C(=O)[C@H]12	-1%	10

(next part)
SMILES	S3 lipid droplet	S3 lipid droplet cell count max
COc1ccccc1-n1nc(C(=O)NCc2ccco2)c2ccccc2c1=O	i	6
Cc1noc(C)c1CSCC(=O)Nc1cc(Cl)ccc1N1CCCCC1	?	/
Cc1ccc(NC(=O)c2sc3ncnc(N4CCN(c5ccccn5)CC4)c3c2C)c(C)c1	?	/
O=c1c2ccccc2nc2n1CCN2	?	/
Cc1ccc(C(=O)NNC(=O)CCCN2C(=O)/C(=C/c3ccccc3Cl)SC2=S)cc1	?	/
CCN1CCN(c2ncnc3sc(C)c(-c4ccccc4)c23)CC1	-3%	-6
Cc1ccc(OCC(=O)N2CCCCCC2)c(C)c1	?	/
COc1ccc(NC(=O)C(NC(C)=O)C(=O)Nc2ccc(F)cc2)cc1 (centres undefined)	20%	12
CCOc1ccc(N(CC(=O)N2CCCCCC2)S(C)(=O)=O)cc1	i	/
COc1ccc(OC)c(C2C3=C(CCCC3=O)NC3=C2C(=O)CCC3)c1	?	/
COC(=O)C1=C(C)NC(=O)NC1c1ccccc1 (centres undefined)	?	/
Cc1cc(C)c2nc(-c3ccccn3)cc(C(=O)NCc3ccco3)c2c1	?	/
O=C(/C=C/c1ccc(Cl)cc1)NC(=S)Nc1ccc(C(=O)O)cc1	1%	9
O=S1(=O)CCO[C@H]2Cc3ccccc3[C@H]2N1Cc1ccccc1Br	?	/
COc1ccc(-c2c[n+]3c(n2-c2ccccc2)SCC3)cc1OC	?	/
CNS(=O)(=O)c1cn(CC(=O)NCc2ccccc2OC)cc1S(=O)(=O)NC	?	/
CCOC(=O)c1cnc2nc(COc3ccccc3)[nH]n2c1=O	?	/
COc1ccc(S(=O)(=O)Nc2cc(Cl)ccc2-n2cncn2)cc1	?	/
COc1cccc(O)c1CN1CCC(n2nccc2NC(=O)c2ccc3c(c2)OCO3)CC1	?	/
Cc1cc(C)nc(SCC(=O)N(C)C)n1	11%	14

Record cards, as listed above. Screens in order: S3 lipid droplet, S3 lipid droplet cell count max
`COCCNc1nc2c(c(=O)n(C)c(=O)n2C)n1Cc1cccc(C(F)(F)F)c1` is entered as ?, /
`Cc1ccccc1NC(=S)N1CCN(Cc2ccccc2)CC1` is entered as 12%, 2
`CCN(CC)c1ccc(NC(=O)c2ccccc2OCC(=O)OC)cc1` is entered as 4%, 20
`C=CCn1c(SCc2nc3cc(C(F)(F)F)ccc3c(=O)[nH]2)nc2sc(CC)cc2c1=O` is entered as ?, /
`COc1ccc(NC(=O)C(NC(C)=O)C(=O)Nc2ccc(F)cc2)cc1` (centres undefined) is entered as 20%, 12

(next part)
SMILES	S3 lipid droplet	S3 lipid droplet cell count max
O=C1/C(=C/c2cccnc2)CCC/C1=C\c1cccnc1	15µM*	-14*
COc1ccccc1N1CCN(C(=O)C2CCCN(S(=O)(=O)c3ccc(C)cc3)C2)CC1 (centres undefined)	12%	-3
CC1CCCCC1NC(=O)COC(=O)c1ccccc1NC(=O)c1ccco1 (centres undefined)	?	/
CCOC(=O)c1ccn(CSc2c(F)c(F)cc(F)c2F)n1	?	/
O=C(O)CN1CCN(Cc2ccc(F)cc2)C1=O	14%	4
OCCNCCCCOc1cccc(Br)c1	?	/
